# HCMV inh = inhibitors of human cytomegalovirus. HFF cells, HCMV-luciferase reporter, 72 h; hits give low values. activity change, negative = inhibition, % at 57.5 µM. 4.5% of 410,000 active. AID 1259415; in the data active = activity change below about -60%; inconclusive = no clear call, values can overlap the other calls; inactive = above about -39%
#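 Human foreskin fibroblasts infected with luciferase-reporter HCMV at MOI 1 PFU/cell, compounds at two doses. Luciferase measured 72 h post infection; normalized to buffer-only basal and Salinomycin (10uM) controls.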
# AMA1-RON2 inh = AMA1-RON2 (P. falciparum) interaction inhibition. AlphaScreen AMA1-biotinylated RON2 peptide binding. Potency, µM (titrated, usually from 58.2 µM), inactives show at the highest dose activity change, negative = inhibition, hits mostly inhibitors. 0.2% of 360,000 active. AID 720542; active = well fitted inhibition curve with a large enough effect; inconclusive = small, poorly fitted or top-dose-only effect; inactive = no such curve, though single readings can be large or run the other way;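 also: potency is read from the fitted curve at half-maximal effect; 0% = vehicle wells and -100% = peptide control; nearly all actives have a fitted effect of over 45% in size; some results filed as inactive show a strong effect at the top dose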
#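 AMA1 (3D7) with his tag at 25 nM final met compounds first, then biotinylated RON2 peptide at 25 nM; detection used donor plus acceptor beads, 10 µg/mL apiece, read by AlphaScreen after 30 min at room temperature.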
# Numbers without * were called inactive; ? = inconclusive; [ ] = remark or other dose. Unless noted, % is scaled to controls: 0 for no effect and ±100 for the full control effect.
# Every second line gives: AMA1-RON2 inh | HCMV inh
CC(C)(C)c1ccc(C(O)c2ncc(-c3ccccc3F)[nH]2)cc1 (centres undefined)
→ -11% | -23
Cc1ccc(S(=O)(=O)NC(C)C(=O)OCC(=O)Nc2sccc2C(N)=O)cc1 (centres undefined)
→ -5% | 7
COC(=O)[C@@H]1C[C@@]2(Br)c3ccccc3N(S(=O)(=O)c3ccccc3)[C@H]2N1C(=O)OC
→ -1% | 0
Oc1[nH]c2ccccc2c1N=Nc1c(F)c(F)c(F)c(F)c1F
→ 17% | 103
COc1cccc(C(c2nnnn2-c2ccc3c(c2)OCCO3)N2CCC(n3c(=O)[nH]c4ccccc43)CC2)c1OC (centres undefined)
→ -25% | -97*
CN1C(=O)C(C)(C2=CCCCC2)C(=O)NC1=S (centres undefined)
→ 16% | -6
CCOC(=O)c1ccccc1NC(=O)COC(=O)C(CC)Oc1ccccc1 (centres undefined)
→ 76%[activator] | ?
O=C1NC[C@H](CCCCN2C[C@H](Cc3ccc(O)cc3)N(CCC3CCCCC3)C(=O)C2=O)N(CC2CCCCC2)C1=O
→ -9% | -19
CC(C)(C)c1csc(NC(=O)c2cccnc2Cl)n1
→ 10% | 42
COc1ccc(CN(C)C[C@@H]2OCCCC[C@H](C)Oc3ccc(NC(=O)Cc4ccccc4)cc3C(=O)N([C@@H](C)CO)C[C@@H]2C)cc1
→ 9% | -12
CC(C)[C@@H]1Cc2[nH]c(=S)[nH]c(=O)c2[C@H](CCc2ccccc2)O1
→ 97%[activator] | -19
N#CC(c1cccc([N+](=O)[O-])c1)C(CC(=O)c1ccccc1)c1ccccc1 (centres undefined)
→ -7% | -32
Cc1ccc2nc3n(c(=O)c2c1)-c1cc2ccccc2cc1C(=O)NC3CC(C)C (centres undefined)
→ 5% | -19
NC(=O)C1=C(c2ccccc2)c2ccccc2C1=O
→ 7% | -8
COC(=O)[C@]12CCCCC=C1N(Cc1ccc3c(c1)OCO3)C(=O)[C@H](CC(=O)N1CCCC1)C2
→ -9% | 15
CC(=O)Nc1ccc(-c2ccnc3c2CC(C(=O)Nc2ccc(Cl)c(C(F)(F)F)c2)O3)cc1 (centres undefined)
→ -13% | -26
CN(C(=O)c1ccc(NC(=O)Cc2cccc(NC(=O)C3CCCN(C(=O)C4CC4)C3)c2)cc1)C1CC1 (centres undefined)
→ 3% | 32
CC1(C(=O)NS(=O)(=O)c2cccc(C#N)c2)CCN1C(=O)c1ccco1 (centres undefined)
→ 4% | -23
COc1cc(C(=O)NCCNc2nc3c(C)cccc3cc2C#N)cc(OC)c1OC
→ -6% | ?
O=S(=O)(NCCc1ccc(F)cc1)c1cc(C(F)(F)F)ccc1Br
→ -2% | -17
COC(=O)CCCn1cc(CN2CC(N3CCN(C)CC3)CS2(=O)=O)nn1 (centres undefined)
→ -6% | -14
CCCCN(C=O)c1c(CC)nc2c(OCCOc3ccc(F)cc3)cccn12
→ 0% | -4
Nc1nc(SCC(=O)N2N=C3/C(=C\c4ccco4)CCCC3C2c2ccco2)n[nH]1 (centres undefined)
→ -9% | -39
CCc1nc2ccc(C(=O)N(C)Cc3ccco3)cn2c1N(C)Cc1ccc(OC)cc1
→ -9% | 1
CCC1(CC(C)c2ccccc2)C(=O)NC(=O)NC1=O (centres undefined)
→ 2% | -30
O=C(CCSCCC(=O)NN=Cc1ccccc1O)NN=Cc1ccccc1O
→ 51%[activator] | -21
COc1ccc(C2(C)C(C#N)C(=O)NC(=O)C2C#N)cc1 (centres undefined)
→ 30%[activator] | -3
CC1(C)CC(=O)C=C(c2n[nH]nc2C2CC2)C1
→ -3% | 10
O=C1Nc2cc(C(=O)N3CCOCC3)ccc2S/C1=C/c1ccccc1F
→ 2% | ?
CC(=O)N1CCc2cc([N+](=O)[O-])ccc21
→ -14% | -17

# As entered above:
# Entry for `CN1C(=O)C(C)(C2=CCCCC2)C(=O)NC1=S` (centres undefined) in AMA1-RON2 inh: 16%
# Entry for `COc1ccc(CN(C)C[C@@H]2OCCCC[C@H](C)Oc3ccc(NC(=O)Cc4ccccc4)cc3C(=O)N([C@@H](C)CO)C[C@@H]2C)cc1` in HCMV inh: -12

# (listing goes on)
# Every second line gives: AMA1-RON2 inh | HCMV inh
Nc1ccc(Cc2ccc(N)c(Cl)c2)cc1Cl
→ -9% | 4
O=C(NCCCN1CCOCC1)/C(=C/c1ccc(-c2cccc([N+](=O)[O-])c2)o1)NC(=O)c1ccccc1
→ -15% | 18
COc1cccc(C(=O)OCCCOC(=O)c2cccc(OC)c2OC)c1OC
→ -1% | 32
O=C(CSc1nc2ccccc2c(=O)n1-c1ccc(F)cc1F)NC1CCS(=O)(=O)C1 (centres undefined)
→ -13% | -34
CC1(C(=O)Nc2cccc3c2CCCC3)CCN1C(=O)C1(c2ccc(Cl)cc2)CC1 (centres undefined)
→ 8% | -26
Cc1ccc(N2C(=O)c3oc4ccccc4c(=O)c3C2c2cccc(O)c2)nc1 (centres undefined)
→ -28% | -15
NC(=S)NN=C1C=CCCC1
→ 60%[activator] | -17
CNc1cncc(-c2cc(C)c(O)c(C)c2)n1
→ 33%[activator] | 9
COCCNc1nc(NCc2ccc(C)cc2C)c2sccc2n1
→ -11% | -36
COc1cccc(-c2cnc3c(NC=O)cc(-c4ccccc4)cn23)c1
→ 21% | -14
COc1ccc(-c2cc3nc(C)cc(N4CCN(C(=O)c5cccnc5)CC4)n3n2)cc1
→ 0% | -38
CCCNC(=O)C1(C)CCN(C(=O)c2ccc3snnc3c2)C1 (centres undefined)
→ 12% | 1
CC(C)CNC(=O)C1(C)CCCN1Cc1ccccc1OC(F)F (centres undefined)
→ 65%[activator] | -5
CC1(Oc2ccc3ccccc3c2)CCN(Cc2ccc(OC(F)(F)F)cc2)C1 (centres undefined)
→ -13% | 15
Cc1ccc2nc(-c3ccccc3)c(Cc3ccsc3)n2c1
→ 17% | 29
CC(C)Cc1nnc(NS(=O)(=O)c2ccccc2)s1
→ -4% | 11
COc1ccc(S(=O)(=O)NC(=O)C2(C)CCN2C(=O)CC2CCCCC2)cc1OC (centres undefined)
→ 8% | -2
Cn1c(=O)c2c(-c3ccccc3)n(-c3cc(Cl)c([N+](=O)[O-])cc3O)cc2n(C)c1=O
→ -9% | 39
O=c1[nH]c2cc3c(cc2cc1CN(CCc1ccccc1)C(=S)NCCCN1CCOCC1)OCCO3
→ -5% | 8
C[C@H]1CN([C@@H](C)CO)C(=O)CCCn2cc(nn2)CO[C@@H]1CN(C)S(=O)(=O)c1cccs1
→ -10% | -8
O=C(N/N=C\c1ccccc1)c1cccc(C(=O)N/N=C\c2ccccc2)n1
→ 67%[activator] | 31
C[C@@H]1COc2cccc(N3CCC[C@@H]3CO)c2S(=O)(=O)N1
→ 8% | 0
O=C1O[C@@H](c2ccccc2)C[C@@H](O)[C@H](O)CCCCc2ccccc21
→ -11% | 25
Cc1cccn2c(=O)c3cc(C(=O)N4COCC4(C)C)n(Cc4ccccc4)c3nc12
→ -4% | -36
O=C(Cn1cc(COc2c(Br)cc(F)cc2Br)nn1)c1ccc(O)cc1
→ 33%[activator] | -10
O=C(CCc1nc2sc3c(c2c(=O)[nH]1)CCCC3)NCCc1ccc(Cl)cc1
→ 0% | -5
Cc1ccsc1CNC(=O)C1(C)CCN1C(C)C (centres undefined)
→ 8% | 21
O=[N+]([O-])c1ccc(CN2CC(N3CCN(CC4CC4)CC3)CS2(=O)=O)cc1 (centres undefined)
→ -7% | -11
CC(=O)c1cn(-c2ccc([N+](=O)[O-])cc2)c(=O)n(C)c1=O
→ -9% | 1
CNc1nc(Nc2ccc(C)cc2C)c2sccc2n1
→ -6% | -63*
COC(=O)[C@]12CCCCC=C1N(Cc1cccc3ccccc13)C(=O)[C@H](CC(=O)NCCCN1CCCC1=O)C2
→ -5% | 2
O=S1(=O)CC(N2CCSCC2)CN1Cc1cn(Cc2ccc(C(F)(F)F)cc2)nn1 (centres undefined)
→ 2% | -6
Cn1c(N)c(C(C[N+](=O)[O-])c2ccccc2Cl)c(=O)n(C)c1=O (centres undefined)
→ 5% | -34
C[C@@H]1CCCCO[C@H](CN(C)C(=O)Cc2ccccc2)[C@H](C)CN([C@@H](C)CO)C(=O)c2cc(NC(=O)Nc3ccc(F)cc3)ccc2O1
→ 1% | -24
Nc1ccc(-c2ccccc2)cc1
→ -22% | 14
CC1=C(C(=O)N(C(C)C)C(C)C)CC(CC(=O)NCC2CCCCC2)C(=O)N1Cc1ccccc1 (centres undefined)
→ -4% | 3
C[C@H]1NS(=O)(=O)c2cc(Cl)ccc2O[C@@H]1c1ccccc1
→ 2% | -17
CCCCN(C(=O)COc1ccc(F)cc1)c1c(N)n(CC(C)C)c(=O)[nH]c1=O
→ 5% | -2
CCOC(=O)[C@]12CCCC=C1N(Cc1ccc(Cl)cc1Cl)C(=O)[C@H](CC(=O)N1CCOCC1)C2
→ -7% | -3
CCCNC(=O)C1(C)CCCN(Cc2ccc(C(=O)OCC)o2)C1 (centres undefined)
→ 6% | 9
Cc1nc2cc(Cc3ccccc3)ccc2o1
→ 16% | -38
Cc1ccc(NC(=O)C2(C)CCN2C(=O)Cc2ccccc2)cc1C (centres undefined)
→ -4% | -29
Cc1cc([N+](=O)[O-])c2ccccc2c1NS(=O)(=O)c1ccccc1
→ -25% | -8
Cc1ccc(NC(=O)COC(=O)Cn2c(C)csc2=O)cc1S(=O)(=O)N1CCOCC1
→ 4% | 0
COc1ccc(CNC(=O)c2ccc(N3CCC4(CC3)CC(c3ccc(Cl)cc3)=NO4)c([N+](=O)[O-])c2)cc1
→ 0% | ?

# 5 neighbouring compounds already listed:
# Every second line gives: AMA1-RON2 inh | HCMV inh
CC(C)(C)c1ccc(C(O)c2ncc(-c3ccccc3F)[nH]2)cc1 (centres undefined)
→ -11% | -23
Cc1ccc(S(=O)(=O)NC(C)C(=O)OCC(=O)Nc2sccc2C(N)=O)cc1 (centres undefined)
→ -5% | 7
COC(=O)[C@@H]1C[C@@]2(Br)c3ccccc3N(S(=O)(=O)c3ccccc3)[C@H]2N1C(=O)OC
→ -1% | 0
Oc1[nH]c2ccccc2c1N=Nc1c(F)c(F)c(F)c(F)c1F
→ 17% | 103
COc1cccc(C(c2nnnn2-c2ccc3c(c2)OCCO3)N2CCC(n3c(=O)[nH]c4ccccc43)CC2)c1OC (centres undefined)
→ -25% | -97*

# The listing continues.
# Every second line gives: AMA1-RON2 inh | HCMV inh
COC(=O)[C@]12CCCCC=C1N(CCC1=CCCCC1)C(=O)[C@H](CC(=O)NCc1ccc(OC)c(OC)c1)C2
→ 0% | -7
CN(Cc1ccccc1)C(=O)Nc1c(Cl)cccc1Cl
→ 0% | 79
COc1cc(C(=O)NC2CC(C)CC(C)(C)C2)cc(OC)c1OC (centres undefined)
→ 1% | -23
O=C(NCc1ccccc1)c1cc(C2CCCCN2C(=O)c2ccc3c(c2)CCO3)on1 (centres undefined)
→ -6% | 9
Clc1cccc(-c2nc3c4ccccc4ccn3c2Cc2ccccc2)c1
→ 2% | 0
c1ccc(-c2ccc3ccccc3n2)cc1
→ -2% | 30
COC(=O)[C@]12CCCCC=C1N(CCC1=CCCCC1)C(=O)[C@H](CC(=O)NCc1cccc3ccccc13)C2
→ -12% | 15
CCOc1ccc2nc(SCC(=O)N(CC(C)C)c3c(N)n(CC(C)C)c(=O)[nH]c3=O)[nH]c2c1
→ 8% | -11
CSc1nc(O)c(Nc2ccccc2)c(=O)[nH]1
→ 10% | 3
CC(C)n1c(CN2CCN(C)CC2)nc2c1c(=O)n(C)c(=O)n2C
→ 13% | 26
O=C(c1ccc2c(c1)OCO2)c1ccc[nH]1
→ -4% | -11
O=c1cc2c(c(-c3ccccc3)n1Cc1ccccc1)[C@H](CCO)NC2
→ -4% | 8
CC1(C(=O)NCc2ccccc2Br)CCN1Cc1ccc2ccccc2c1 (centres undefined)
→ -6% | -21
CCN(C(=O)CSc1nc2ccc([N+](=O)[O-])cc2s1)c1c(N)n(Cc2ccccc2)c(=O)[nH]c1=O
→ -3% | 0
COc1cccc(NC(=O)C2(C)CCN2C(=O)Cc2ccc(-c3ccccc3)cc2)c1 (centres undefined)
→ -6% | -25
CCOc1ccc(NS(=O)(=O)c2ccc(NC(=O)c3ccccc3C(=O)O)cc2)cc1
→ -7% | 25
Cc1cccc(C(O)c2cnc(C)n2Cc2ccccc2)c1 (centres undefined)
→ -1% | -35
CC(C)(C)NC(=O)C(c1ccc(C(F)(F)F)cc1)n1c(=O)c(-c2ccccc2)nc2ccccc21 (centres undefined)
→ -4% | -3
CC(=C1SC(=S)NC1=O)c1ccccc1
→ 59%[activator] | 9
CCCCC[C@H](C)N1C[C@H](COCc2ccccc2)Oc2cc(N3CCC[C@@H]3CO)ccc2S1(=O)=O
→ -16% | -9
C[C@H](CO)N1C[C@H](C)[C@@H](CN(C)Cc2ccc(F)cc2)Oc2ncc(Br)cc2C1=O
→ 18% | -15
CCc1nc2ccc(C(=O)NC3CCN(Cc4ccccc4)CC3)cn2c1N(C)Cc1ccc(N(C)C)cc1
→ 22µM* | 0
O=C(NCC(=O)N1CCC(Cc2ccccc2)CC1)c1ccccc1F
→ 0% | 58
CCOC(=O)c1cc(OCC)c2c(ccc3ccccc32)n1
→ 0% | 14
O=[N+]([O-])c1cc(-c2csc(NC(CO)c3nc4ccccc4n3CCOCCO)n2)ccc1Cl (centres undefined)
→ 37%[activator] | 47
COc1ccc(C(O)c2ncc(-c3ccc(Cl)cc3)[nH]2)cc1 (centres undefined)
→ -23% | 8
O=C1OC(c2cccs2)Sc2ccccc21 (centres undefined)
→ 55%[activator] | 6

# Some of the compounds tested, so the mix of outcomes need not match the whole.
